# Tcruzi prolif: inhibitors of T. cruzi proliferation; T. cruzi beta-gal in NIH3T3, GalScreen luminescence, 90 h; inhibition, % at 8.34 µM; actives 5.9% (n = 77,000); AID 624255;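 active = mean inhibition above about 93%, with at least 55% of replicates each passing it, limit read from the data, passing the limit was not always enough; inconclusive = only one of those two conditions holds; inactive = neither condition holds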
# C diff growth: C. difficile growth inhibition; Clostridium difficile clinical isolate growth, OD600, 24 h; stronger effect = lower value; growth activity, negative = inhibition, % at 16 µg/mL (by protocol); actives 0.25% (n = 86,000); AID 1259249;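 active = mean growth activity at or below -80% and every replicate also at or below -80%; inconclusive = mean at or below -80% but some replicate above -80%; inactive = mean growth activity above -80%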;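 note: 0% = DMSO wells and -100% = levofloxacin 16 µg/mL wells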
# Pf Dd2 inh: blocks growth of Plasmodium falciparum Dd2 parasites; P. falciparum Dd2 growth, SYBR Green, 72 h; stronger effect = lower value; activity change, % at 10 µM; actives 2.3% (n = 94,000); in the data active = activity change below about -80%; inconclusive = no clear call, values can overlap the other calls
# KDM4C inh: blocks human GASC-1 (KDM4C) demethylase activity; actives 0.15% (n = 96,000); Q9H3R0; inhibition, % at 12.5 µM; GST-KDM4C 2-372, H3K9me3 peptide, LANCE TR-FRET;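 active = mean replicate inhibition above about 25%, with at least 55% of replicates also reaching it, limit read from the data, passing the limit was not always enough; inconclusive = only one of those two conditions met; inactive = neither condition met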
# Target sequence (Q9H3R0 2-372 limits assumed): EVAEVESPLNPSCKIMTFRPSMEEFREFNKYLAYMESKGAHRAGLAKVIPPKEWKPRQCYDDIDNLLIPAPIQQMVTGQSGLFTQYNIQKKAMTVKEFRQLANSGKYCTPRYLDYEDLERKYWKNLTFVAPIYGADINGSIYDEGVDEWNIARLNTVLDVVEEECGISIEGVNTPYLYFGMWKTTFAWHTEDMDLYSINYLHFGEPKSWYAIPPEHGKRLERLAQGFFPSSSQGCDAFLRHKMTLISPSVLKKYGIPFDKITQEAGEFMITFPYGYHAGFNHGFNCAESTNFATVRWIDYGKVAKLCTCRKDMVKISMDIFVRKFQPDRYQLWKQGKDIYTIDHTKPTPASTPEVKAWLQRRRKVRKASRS
#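 Material: N-terminal GST-fused human GASC-1 (KDM4C) fragment, residues 2-372. Input: 10 nM enzyme. Incubation: enzyme reaction 30 min, then detection 60 min, both room temperature. Doses: one test concentration per compound. Read-out basis: inhibition from TR-FRET ratio decrease. Detection: LANCE TR-FRET, excitation 340 nm, emissions 618 and 671 nm.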
# Numbers without * were called inactive; ? = inconclusive; · = no result given; & = joins results of further samples.
# Sequence of screens: Pf Dd2 inh	C diff growth	Tcruzi prolif	KDM4C inh
COc1ccc(NC(=O)N(C)C[C@@H]2Oc3c(NC(=O)CCCCCC(=O)Nc4ccccc4N)cccc3C(=O)N([C@H](C)CO)C[C@H]2C)cc1
    -61	4	·	0.6
Cc1ccc(S(=O)(=O)Nc2ccc3c(c2)C(=O)N([C@@H](C)CO)C[C@H](C)[C@@H](CN(C)C(=O)c2ccncc2)OCCCC[C@H](C)O3)cc1
    -48	-1	17	-0.5
C[C@@H]1CCCCO[C@@H](CN(C)S(=O)(=O)c2ccc(F)cc2)[C@H](C)CN([C@@H](C)CO)C(=O)c2cc(NC(=O)CCCN(C)C)ccc2O1
    -3	4	2	3.7
C/C=C/c1ccc([C@H]2[C@@H](CO)N(C(=O)C3CC3)[C@H]2CN(C)C(C)=O)cc1
    -3	3	13	-1.5
C[C@H](NC(=O)C[C@@H]1CC[C@@H](NC(=O)C2CCOCC2)[C@@H](CO)O1)c1ccccc1
    -1	0	6	-0.9
C[C@H]1CN([C@@H](C)CO)C(=O)c2cc(NC(=O)Cn3cnnn3)ccc2O[C@@H]1CN(C)C(=O)Nc1ccc2c(c1)OCO2
    -10	·	-93	4.2
C[C@@H]1CN([C@H](C)CO)C(=O)c2cc(/C=C/c3ccccc3)cnc2O[C@@H]1CN(C)C(=O)C1CCC1
    -68	3	·	0.3
CO[C@@H]1CN(C)C(=O)c2cc(NC(=O)C3CC3)ccc2OC[C@H](C)N(C(=O)Cc2ccccn2)C[C@@H]1C
    4	-4	23	-1.3
COc1ccc(S(=O)(=O)N(C)C[C@@H]2Oc3ccc(NC(=O)CCN4CCOCC4)cc3CC(=O)N([C@@H](C)CO)C[C@H]2C)cc1
    -9	7	14	0.6
C[C@@H]1CN([C@H](C)CO)C(=O)Cc2cc(NC(=O)C3CCCCC3)ccc2O[C@@H]1CN(C)Cc1ccc(C(=O)Nc2ccccc2N)cc1
    -74	8	·	-2.1
C[C@H](CO)N1C[C@H](C)[C@H](CN(C)S(=O)(=O)c2ccccc2)Oc2ncc(C#CC(C)(C)O)cc2C1=O
    5	·	·	1.3
CCNC(=O)C[C@@H]1CC[C@H]2[C@@H](COC[C@@H](O)CN2C(=O)Nc2ccc(C(F)(F)F)cc2)O1
    -32	-100*	-63	-3.9
C[C@@H]1CCCCO[C@H](CN(C)CC2CCCCC2)[C@@H](C)CN([C@H](C)CO)C(=O)c2cc(NC(=O)c3ccccc3)ccc2O1
    -40	13	90	0.8
CCCNC(=O)N(C)C[C@@H]1Oc2cc(C3=CCCC3)ccc2S(=O)(=O)N([C@H](C)CO)C[C@H]1C
    -5	2	·	-1.4
CCC(=O)Nc1ccc2c(c1)C(=O)N(C)C[C@H](OC)[C@@H](C)CN(Cc1ccccc1F)[C@@H](C)CO2
    26	·	60	-1.5
Cc1ccc(S(=O)(=O)N(C)C[C@@H]2Oc3c(NS(=O)(=O)c4cn(C)cn4)cccc3C(=O)N([C@@H](C)CO)C[C@@H]2C)cc1
    26	·	9	6.3
CCCN(C)C[C@H]1Oc2ncc(-c3ccccc3OC)cc2C(=O)N([C@@H](C)CO)C[C@@H]1C
    -66	9	73	1.4
C[C@H]1CN([C@@H](C)CO)C(=O)Cc2cc(NC(=O)C3CCCCC3)ccc2O[C@@H]1CN(C)Cc1ccccc1
    -33	-4	49	3.6
O=C(Nc1ccc2c(c1)[C@H]1C[C@@H](CC(=O)N3CCOCC3)O[C@@H](CO)[C@H]1O2)c1ccc2c(c1)OCO2
    25	3	44	-0.9
COc1ccc(CN(C)C[C@H]2OCCCC[C@H](C)Oc3ccc(NC(=O)Nc4ccccc4)cc3C(=O)N([C@@H](C)CO)C[C@H]2C)cc1
    -78	2	?	-0.2
O=C(NCC[C@H]1CC[C@@H](NC(=O)c2ccccc2F)[C@H](CO)O1)c1cnccn1
    8	0	·	0.4
CCCc1cn(CC[C@@H]2CC[C@@H](NC(=O)C3CCOCC3)[C@@H](CO)O2)nn1
    6	-2	-5	1.2
CCN1[C@@H]2c3ccc(-c4ccncc4)c(=O)n3C[C@@H]2[C@@H](CO)[C@@H]1C(=O)NCc1ccccc1
    0	2	3	0.6
O=C(C[C@H]1CC[C@H]2[C@@H](COC[C@@H](O)CN2C(=O)C2CC2)O1)NCc1ccccc1Cl
    6	-2&-5	-12	-0.4
C[C@H](CO)N1C[C@H](C)[C@@H](CN(C)Cc2cccc(C(=O)O)c2)OCc2ccccc2-c2ccccc2C1=O
    0	-2	60	3.5
O=C(C[C@H]1C[C@@H]2c3cc(NC(=O)C4CCOCC4)ccc3O[C@@H]2[C@H](CO)O1)NCc1cc(F)ccc1F
    3	-2	68	0.9
CO[C@@H]1CN(C)C(=O)c2cc(NC(C)=O)ccc2OC[C@@H](C)N(S(C)(=O)=O)C[C@H]1C
    16	-3	-15	0.4
O=C(NCC[C@@H]1CC[C@H](NC(=O)C2CCCCC2)[C@@H](CO)O1)c1cnccn1
    0	0	·	0.5
O=C(C[C@H]1C=C[C@@H](NC(=O)Nc2ccc3c(c2)OCO3)[C@@H](CO)O1)NCc1ccc(Cl)cc1
    41	3	·	0.0
C[C@@H]1CN([C@@H](C)CO)C(=O)Cc2cc(NC(=O)Nc3ccc(F)cc3)ccc2O[C@@H]1CN(C)S(C)(=O)=O
    -1	-1	24	-0.1
O=C(Nc1ccccc1F)N[C@H]1CC[C@H](CCNS(=O)(=O)c2ccc(F)cc2)O[C@@H]1CO
    ·	-2	·	3.2
CCCNC(=O)Nc1ccc2c(c1)C(=O)N(C)C[C@@H](OC)[C@@H](C)CN(C(=O)c1ccccc1F)[C@@H](C)CO2
    -19	·	-61	0.9
CC(C)NC(=O)N(C)C[C@H]1Oc2cc(-c3ccccc3F)ccc2S(=O)(=O)N([C@H](C)CO)C[C@@H]1C
    ·	2	-14	-0.9
C[C@@H](NC(=O)C[C@@H]1C[C@H]2c3cc(NC(=O)c4cccnc4)ccc3O[C@H]2[C@H](CO)O1)c1ccccc1
    -28	·	-79	1.2
C[C@@H]1CCCCO[C@H](CN(C)S(=O)(=O)c2cn(C)cn2)[C@H](C)CN([C@@H](C)CO)C(=O)c2cc(NC(=O)CCCN(C)C)ccc2O1
    51	-4	-49	4.9
C[C@@H]1CN([C@@H](C)CO)C(=O)c2cc(-c3cccc(F)c3)cnc2O[C@H]1CN(C)CC1CCCC1
    4	4	6	-0.2
C[C@H]1CN([C@@H](C)CO)C(=O)c2cccc(NS(=O)(=O)c3ccc(F)cc3)c2O[C@H]1CN(C)S(=O)(=O)c1ccccc1
    -6	-7	17	-0.2
COc1cccc(NC(=O)C[C@H]2CC[C@H]3[C@@H](COc4ccc(NC(C)=O)cc4C(=O)N3C)O2)c1
    -17	-12	31	1.1
CN(C)c1ccc2c(c1)[C@@H]1C[C@@H](CC(=O)NC3CCCCC3)O[C@@H](CO)[C@@H]1O2
    -39	-8	52	24
OC[C@@H]1[C@H](c2ccc(-c3cccnc3)cc2)[C@@H]2CN(CC3CC3)CCCCN12
    -72	5	104*	0.0
CCNC(=O)C[C@@H]1CC[C@H]2[C@@H](COc3ccc(NC(=O)c4cccc(C(F)(F)F)c4)cc3C(=O)N2C)O1
    -16	4	1	0.3
CO[C@H]1CN(C)C(=O)c2cc(NC(=O)c3ccc(F)cc3)ccc2OC[C@@H](C)N(C)C[C@H]1C
    ·	1	-30	0.6
C[C@@H]1CCCCO[C@@H](CN(C)Cc2ccncc2)[C@@H](C)CN([C@@H](C)CO)C(=O)c2cc(NC(=O)c3ccccc3)ccc2O1
    ·	8	-23	1.5
CCC(=O)N1[C@@H]2c3cccc(=O)n3C[C@H]1[C@H](CO)[C@H]2C(=O)N1CCCCC1
    -5	-10	30	-0.1
COCC(=O)N1C[C@@H](C)[C@H](OC)CN(C)C(=O)c2cc(NC(=O)c3cnccn3)ccc2OC[C@@H]1C
    23	·	59	-1.2
C[C@H]1CN([C@@H](C)CO)C(=O)CCCn2nncc2CO[C@H]1CN(C)C
    -4	-1	3	0.7
COc1ccc2c3c(n(C)c2c1)[C@@H](CO)N(C(=O)CN(C)C)CC31CN(C(=O)NC(C)C)C1
    -1	-3	·	-0.4
CC(C)(C)[S@](=O)N1Cc2cc(C(=O)N3CCOCC3)nc(-c3cccc(Br)c3)c2[C@@H]1CCO
    1	5	·	2.8
CNC[C@@H]1Oc2ccc(NS(=O)(=O)c3ccc(F)cc3)cc2C(=O)N([C@@H](C)CO)C[C@H]1C
    31	3	15	0.4
C[C@H]1CCCCO[C@H](CN(C)C(=O)CCC(F)(F)F)[C@@H](C)CN([C@@H](C)CO)C(=O)c2cc(NS(=O)(=O)c3ccc(Cl)cc3)ccc2O1
    -45	-9	75	-0.6
CS(=O)(=O)Nc1ccc2c(c1)[C@@H]1C[C@@H](CC(=O)NCCc3ccccc3)O[C@H](CO)[C@@H]1O2
    2	0	-4	0.5
C[C@@H]1CCCCO[C@H](CN(C)S(=O)(=O)c2ccccc2)[C@@H](C)CN([C@H](C)CO)C(=O)c2cc(NC(=O)Nc3cccc4ccccc34)ccc2O1
    6	1	58	-1.2
O=C(c1ccncc1)N1C[C@@H]2[C@H](c3ccccc31)[C@H](CO)N2C(=O)c1ccccc1F
    -2	0	15	3.2
CC(C)NC(=O)NCC[C@@H]1CC[C@@H](NC(=O)CN(C)C)[C@@H](CO)O1
    -2	·	3	0.8
CC(=O)N(C)C[C@H]1Oc2ncc(C#Cc3ccccc3)cc2C(=O)N([C@H](C)CO)C[C@H]1C
    5	2	40	-1.9
C[C@@H]1CN([C@H](C)CO)S(=O)(=O)c2ccc(C#CC(C)(C)O)cc2O[C@@H]1CN(C)Cc1ccccc1
    1	-4	34	·
CCCN(C)C[C@H]1Oc2cc(C#Cc3ccc(F)cc3)ccc2S(=O)(=O)N([C@H](C)CO)C[C@H]1C
    -25	27	28	-5.9
C[C@H](CO)N1C[C@H](C)[C@H](CN(C)C(=O)c2ccccc2)Oc2cc(C3=CCCCC3)ccc2S1(=O)=O
    -37	4	103*	1.6
Cc1ccc(S(=O)(=O)N(C)C[C@H]2Oc3ccc(NS(=O)(=O)c4c(C)noc4C)cc3CC(=O)N([C@H](C)CO)C[C@@H]2C)cc1
    -77	-2	6	-2.4
C[C@H]1CN([C@@H](C)CO)C(=O)c2cc(/C=C/c3ccccc3)cnc2O[C@@H]1CN(C)C(=O)CN1CCOCC1
    -21	-2	·	17

# The final 3 entries of the part above are carried over, then new ones follow.
# Sequence of screens: Pf Dd2 inh	C diff growth	Tcruzi prolif	KDM4C inh
C[C@H](CO)N1C[C@H](C)[C@H](CN(C)C(=O)c2ccccc2)Oc2cc(C3=CCCCC3)ccc2S1(=O)=O
    -37	4	103*	1.6
Cc1ccc(S(=O)(=O)N(C)C[C@H]2Oc3ccc(NS(=O)(=O)c4c(C)noc4C)cc3CC(=O)N([C@H](C)CO)C[C@@H]2C)cc1
    -77	-2	6	-2.4
C[C@H]1CN([C@@H](C)CO)C(=O)c2cc(/C=C/c3ccccc3)cnc2O[C@@H]1CN(C)C(=O)CN1CCOCC1
    -21	-2	·	17
Cc1ccc(S(=O)(=O)N(C)C[C@@H]2Oc3ccc(NC(=O)Nc4ccc(C(F)(F)F)cc4)cc3C(=O)N([C@@H](C)CO)C[C@H]2C)cc1
    12	-2	-275	0.2
CCCC#Cc1ccc2c(c1)O[C@@H](CN(C)C(=O)c1ccncc1)[C@H](C)CN([C@@H](C)CO)S2(=O)=O
    23	3	87	1.3
Cc1ccc(S(=O)(=O)N[C@H]2CC[C@H](CCNC(=O)Cc3ccccn3)O[C@H]2CO)cc1
    -4	4	-21	0.4
CCCC(=O)Nc1ccc2c(c1)OC[C@H](C)N(Cc1ccc(F)cc1)C[C@H](C)[C@@H](OC)CN(C)C2=O
    -37	·	59	-0.5
C[C@H](CO)N1C[C@H](C)[C@@H](CN(C)Cc2ccc(C(=O)O)cc2)Oc2ccc(NC(=O)c3ccncc3)cc2C1=O
    2	-2	34	1.2

# Compounds shown so far containing two or more sulfur atoms, in the order listed:
# Sequence of screens: Pf Dd2 inh	C diff growth	Tcruzi prolif	KDM4C inh
Cc1ccc(S(=O)(=O)N(C)C[C@@H]2Oc3c(NS(=O)(=O)c4cn(C)cn4)cccc3C(=O)N([C@@H](C)CO)C[C@@H]2C)cc1
    26	·	9	6.3
C[C@H]1CN([C@@H](C)CO)C(=O)c2cccc(NS(=O)(=O)c3ccc(F)cc3)c2O[C@H]1CN(C)S(=O)(=O)c1ccccc1
    -6	-7	17	-0.2
Cc1ccc(S(=O)(=O)N(C)C[C@H]2Oc3ccc(NS(=O)(=O)c4c(C)noc4C)cc3CC(=O)N([C@H](C)CO)C[C@@H]2C)cc1
    -77	-2	6	-2.4
